Compound activity as filed in PubChem BioAssay.
DSG3 Ab inh = human desmoglein-3 autoantibody binding inhibition. P32926. DSG3-coupled beads, scFv-anti-DSG3-GFP binding, flow cytometry; hits give low values. binding (percent of control), % at 10 µM. actives 0.48% (n = 310,000);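 active = binding more than 3 SD below its plate's average and above zero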;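 note: hits lower antibody fragment binding to DSG3; some compounds called inactive have numbers as strong as hits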
DAGLB inhibitor = diacylglycerol lipase beta (human) inhibition. Q8NCG7. HEK293T DAGLB membrane lysate, EnzChek fluorogenic substrate. inhibition, % at 5.17 µM. actives 0.059% (n = 340,000). AID 504411; in the data active = inhibition above about 34%;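 note: 0% = enzyme with vehicle and 100% = wells lacking enzyme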
Target sequence (Q8NCG7 whole entry, looked up): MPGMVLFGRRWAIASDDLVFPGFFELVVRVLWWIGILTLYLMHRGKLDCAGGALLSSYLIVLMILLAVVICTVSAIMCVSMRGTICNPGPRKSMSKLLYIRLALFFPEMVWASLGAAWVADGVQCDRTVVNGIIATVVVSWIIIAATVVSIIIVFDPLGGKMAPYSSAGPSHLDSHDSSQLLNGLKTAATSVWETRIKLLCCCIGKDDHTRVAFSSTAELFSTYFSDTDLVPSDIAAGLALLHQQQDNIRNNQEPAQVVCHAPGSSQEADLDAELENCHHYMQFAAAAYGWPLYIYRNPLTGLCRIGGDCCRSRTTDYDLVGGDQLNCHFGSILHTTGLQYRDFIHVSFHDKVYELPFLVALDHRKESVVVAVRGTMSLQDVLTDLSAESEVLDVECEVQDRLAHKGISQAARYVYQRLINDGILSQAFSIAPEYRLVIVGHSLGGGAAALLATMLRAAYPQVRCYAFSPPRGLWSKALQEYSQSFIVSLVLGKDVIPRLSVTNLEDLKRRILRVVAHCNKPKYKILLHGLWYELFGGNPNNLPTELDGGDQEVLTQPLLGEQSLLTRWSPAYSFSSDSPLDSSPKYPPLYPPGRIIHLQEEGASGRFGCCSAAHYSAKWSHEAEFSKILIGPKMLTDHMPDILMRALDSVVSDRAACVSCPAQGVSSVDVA
Arr AP2 block = inhibitors of human beta-arrestin and AP2 interaction; FITC-arrestin peptide / GST-AP2 beads, flow cytometry; AP2 beta2 appendage carries R879A mutation; actives 0.31% (n = 340,000); inhibition, % at 10 µM; AID 504490;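 active = inhibition above a set limit, near 3 SD of compounds lacking own fluorescence, cut at about 54% in these data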;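 note: plate controls were DMSO wells for no effect and 5 µM unlabelled arrestin peptide for full effect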
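system = GST-tagged AP2 beta2-adaptin appendage (R879A) on 4 µm glutathione beads | reagent = FITC-labelled arrestin peptide probe, 50 nM final | schedule = compound with beads 12 min RT, then probe 1 h RT | signal = HyperCyt-sampled flow cytometry, FL1 channel, ex 488/em 535 nm | read-out = percent response from loss of bead-bound FITC fluorescence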
MOR-DOR inv ag = mu-delta opioid heterodimer inverse agonism | P35372+P41143 | cell-based MOR-DOR heterodimer luminescence | inhibition, % at 9.3 µM | actives 0.21% (n = 340,000) | AID 504357; in the data active = inhibition above about 22%, passing the limit was not always enough;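 note: 0% = cells with DMSO and 100% = wells without cells with DMSO; values of inactives mirror those of a sister screen read the other way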
MOR-DOR ag = OPRM1-OPRD1 heterodimerization agonism | P35372+P41143 | cells, luminescence | activation, % at 9.3 µM | actives 0.3% (n = 340,000) | AID 504326; in the data active = activation above about 18%;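 note: 0% = vehicle-treated cells and 100% = reference agonist; values of inactives mirror those of a sister screen read the other way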
HTR5A ag = HTR5A agonism, opioid heterodimer counter-screen. P47898. HTR5A agonist assay, luminescence, cell-based. activation, % at 9.3 µM. actives 0.61% (n = 340,000); in the data active = activation mostly above about 9.5%, no sharp cut-off; inactive = mostly below about 7.6%;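 note: 0% = cells with vehicle only and 100% = reference agonist; strong numbers were not always called active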
PKA-R1A activ = activators of PKA-R1A complex; PKA-R1A dissociation, Cy5-IP20 fluorescence polarization; scaled: DMSO 0%, 113 µM cGMP 100%; actives 0.083% (n = 340,000); P00514+P68181; activation, % at 11.4 µM;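 active = percent activation above the mean of all tested compounds plus 3 SD, cut at about 19% in these data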;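 note: higher means more PKAc released from R1A so a rise in polarization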
PKA-R2B act = activators of human PKA-R2B complex; P22694+P31323; PKA-R2B holoenzyme dissociation, Cy5-IP20 fluorescence polarization; R2B truncated from residue 108, S112A mutant; 0% DMSO only, 100% 113 µM cGMP; activation, % at 11.4 µM; actives 0.079% (n = 340,000); AID 504700;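 active = activation above a cutoff set at the mean over all compounds plus 3 SD, cut at about 18% in these data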;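 note: higher means more holoenzyme dissociation and a rise in polarization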
Target sequence (P31323 whole entry, looked up, other chains not shown, the tested form may be a part): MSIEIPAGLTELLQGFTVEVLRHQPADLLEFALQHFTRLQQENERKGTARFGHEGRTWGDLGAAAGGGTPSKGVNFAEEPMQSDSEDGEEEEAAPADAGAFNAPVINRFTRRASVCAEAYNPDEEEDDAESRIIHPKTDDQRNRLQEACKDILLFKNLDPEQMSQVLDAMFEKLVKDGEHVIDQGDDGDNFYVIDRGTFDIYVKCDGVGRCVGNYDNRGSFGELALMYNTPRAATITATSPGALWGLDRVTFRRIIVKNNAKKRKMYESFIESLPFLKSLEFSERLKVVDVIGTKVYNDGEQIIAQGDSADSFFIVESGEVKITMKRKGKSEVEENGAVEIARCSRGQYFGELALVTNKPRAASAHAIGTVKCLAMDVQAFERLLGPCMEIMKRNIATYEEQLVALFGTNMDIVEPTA
V-ATPase pHluor = regulators of yeast V-ATPase proton transport; S. cerevisiae, pHLuorin cytosolic pH fluorescence; response, % at 10 µM; actives 0.37% (n = 350,000); AID 504577; in the data active = response mostly above about 7.3%, no sharp cut-off; inactive = mostly below about 5.4%; note: actives read high; inactives centre near 0; some compounds called inactive have numbers as strong as hits; reference of the scale not given here
HTR5A inv ctr = inverse agonist of human HTR5A in OPRM1-OPRD1 counter-screen; HTR5A cell line, luminescence, inverse agonism; inhibition, % at 9.3 µM; P47898; actives 0.083% (n = 340,000); in the data active = inhibition mostly above about 23%, no sharp cut-off; inactive = mostly below about 18%;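 note: 0% = cells with DMSO and 100% = no-cell wells with DMSO; some compounds called inactive have numbers as strong as hits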
* marks the source's active call; other numbers are inactive results; x = no result given.

A first look, 4 compounds:
SMILES	DSG3 Ab inh	DAGLB inhibitor	Arr AP2 block	MOR-DOR inv ag	MOR-DOR ag	HTR5A ag	PKA-R1A activ	PKA-R2B act	V-ATPase pHluor	HTR5A inv ctr
Cc1noc(COc2ccccc2OCc2onc(C)c2Cl)c1Cl	109	-5	1	5	-1.0	9	-1	10	1	-3
NC(=O)N/N=C/c1c(O)ccc2oc3c(c12)CCCC3	100	5	-14	2	-0.5	1	-2	1	-1	-3
Cc1ccc(S(=O)(=O)c2nc(-c3ccco3)oc2N2CCC(C)CC2)cc1	x	-3	-5	17	-3.1	-3	-11	-15	-3	14
CCC(C(=O)NC1CCCC1)N(C(=O)Cn1nnc(-c2ccc(C)o2)n1)c1ccc(OC)c(OC)c1 (configuration not stated)	96	1	-8	0	0.0	-3	5	11	1	10

Results, from the start:
SMILES	DSG3 Ab inh	DAGLB inhibitor	Arr AP2 block	MOR-DOR inv ag	MOR-DOR ag	HTR5A ag	PKA-R1A activ	PKA-R2B act	V-ATPase pHluor	HTR5A inv ctr
Cc1noc(COc2ccccc2OCc2onc(C)c2Cl)c1Cl	109	-5	1	5	-1.0	9	-1	10	1	-3
NC(=O)N/N=C/c1c(O)ccc2oc3c(c12)CCCC3	100	5	-14	2	-0.5	1	-2	1	-1	-3
Cc1ccc(S(=O)(=O)c2nc(-c3ccco3)oc2N2CCC(C)CC2)cc1	x	-3	-5	17	-3.1	-3	-11	-15	-3	14
CCC(C(=O)NC1CCCC1)N(C(=O)Cn1nnc(-c2ccc(C)o2)n1)c1ccc(OC)c(OC)c1 (configuration not stated)	96	1	-8	0	0.0	-3	5	11	1	10
O=C(c1ccncc1)N(c1ccc2oc3c(c2c1)CCCC3)S(=O)(=O)c1cccc([N+](=O)[O-])c1	107	-2	8	-8	1.8	1	-23	-3	0	13
C=CCNc1oc(COc2ccc(C)cc2)nc1C#N	103	0	20	3	-0.6	0	5	-11	-3	1
CC1CN(C(=O)CCC(=O)NCc2ccccc2)c2ccccc2S1 (configuration not stated)	101	-4	-1	13	-2.4	4	-4	-1	4	-6
CCC1C(=O)NCCN1C(=O)c1ccc(OC)c(OC2CCN(C(C)=O)CC2)c1 (configuration not stated)	112	-1	-5	4	-0.7	1	4	-3	4	9
CN(C)c1ccc(NC(=O)c2ccc(Cn3cc([N+](=O)[O-])cn3)cc2)cc1	92	3	50	0	0.0	1	-9	0	0	-3
CCOC(=O)c1c(NC(=O)Cn2nc(C(F)(F)F)cc2C)sc2c1CCC2	100	-13	-6	-44	7.0	12*	-18	-11	4	-6
O=C(Nc1ccc(Oc2cccnc2)cc1)C1CCCCN1Cc1ccc(CO)o1 (configuration not stated)	112	-1	31	14	-4.3	-2	13	-6	1	15
COc1ccc(-n2nc3c(c2NC(=O)c2ccc(S(=O)(=O)N4CCOCC4)cc2)CS(=O)C3)cc1 (configuration not stated)	101	-2	13	-6	0.9	0	1	4	-2	-5
CC(=O)c1ccc(OCc2cc(C(=O)N3CCC(Oc4ccccc4C)CC3)no2)cc1	113	-2	8	4	-1.3	-1	4	10	2	-5
O=C(CC(C(=O)O)C1CCCO1)Nc1cccc(C(F)(F)F)c1 (configuration not stated)	99	-2	-3	13	-2.5	-2	2	-3	-4	-5
CCOC(=O)C1=C(C)N(C[C@@H]2CC[C@@H](Cc3ccc(-c4ccccc4)cc3)O2)C(=O)NC1c1ccc(Cl)cc1 (some centres not stated)	105	-3	-5	12	-2.5	4	0	-7	1	-13
CCC(C(=O)NC1CCCC1)n1nc(C)n2c(cc3occc32)c1=O (configuration not stated)	96	1	2	16	-3.2	2	-5	0	-1	-6
O=C(NCCc1ccccc1)c1ccc(NC(=O)C2CCC2)cc1	105	-5	-1	12	-2.6	1	-7	-6	3	-5
Nc1cc(S(=O)(=O)Nc2cc(Cl)ccc2Cl)ccc1N1CCCC1	99	2	-7	-3	0.6	4	-4	-14	0	18
COc1cccc(Nc2nc3ccccc3nc2-n2nc(C)cc2C)c1	90	-15	35	-4	0.8	2	-10	-12	-4	-7
CN(Cc1ccco1)S(=O)(=O)c1ccc2c(c1)CCN2C(=O)CCC(=O)O	120	-1	-1	20	-3.8	-4	6	7	-3	10

Look-ups from the entries so far.
Reading of `CCOC(=O)c1c(NC(=O)Cn2nc(C(F)(F)F)cc2C)sc2c1CCC2` in DAGLB inhibitor: -13
Reading of `CN(Cc1ccco1)S(=O)(=O)c1ccc2c(c1)CCN2C(=O)CCC(=O)O` in MOR-DOR inv ag: 20

More results follow.
SMILES	DSG3 Ab inh	DAGLB inhibitor	Arr AP2 block	MOR-DOR inv ag	MOR-DOR ag	HTR5A ag	PKA-R1A activ	PKA-R2B act	V-ATPase pHluor	HTR5A inv ctr
Cc1cccc(Oc2ccccc2NS(=O)(=O)c2ccc(CCC(=O)O)cc2)c1	x	3	-11	3	-0.7	3	0	-2	0	-7
CC1=NN(C(=O)CSCc2ccccc2)C(O)(c2ccc(F)cc2)C1 (configuration not stated)	99	0	11	1	-0.2	-1	-10	1	-2	-16
CN(CCc1ccccn1)C1CCCN(S(=O)(=O)c2ccccc2Cl)C1 (configuration not stated)	105	0	-8	-1	0.1	3	0	2	-6	-10
C=CCn1c(SCC(=O)N2CCc3ccccc3C2)nc2sc(C)c(C)c2c1=O	97	-12	1	-4	0.7	5	-5	-3	2	-14
O=C(CSc1nnnn1-c1cccc2c1CCCC2)N1CCCCC1	100	-1	6	2	-0.3	2	-13	4	4	-5
Cc1cc(C)cc(N(CCC#N)C(=O)COC(=O)C2CCN(S(=O)(=O)c3ccc(C)c(C)c3)CC2)c1	107	-2	-9	7	-1.0	1	-2	1	2	3
COC(=O)c1[nH]c2cccc(OC)c2c1NC(=O)CN1CCC(C(N)=O)(N2CCCCC2)CC1	103	-4	6	-16	2.9	13	-5	-9	1	-53
O=C(CN1C(=O)NC2(CCCCCC2)C1=O)c1ccc(Cl)s1	101	-2	1	-6	0.9	8	6	0	-1	-21
Cc1nnc(Sc2c(-c3ccccc3)c3ccc(Cl)cc3[nH]c2=O)s1	91	1	14	-5	0.9	3	4	-4	x	-4
N#CCCN(C(=O)COC(=O)CSc1ccc(Cl)cc1)c1ccccc1	101	-2	-5	-3	0.9	3	-9	-8	2	-2
CCOC(=O)/C=C/c1cnn(-c2ccccc2)c1	101	-5	-1	3	-0.5	-3	1	-2	-1	10
CCOc1cccc(-c2nnc3sc(COc4ccccc4)nn23)c1	102	-7	-2	0	0.1	1	6	4	1	-5
CCc1ccccc1NC(=O)C1NC(=O)CC1c1ccccc1 (configuration not stated)	114	2	6	7	-1.3	1	1	-8	-5	-4
CCn1c(=O)cc(SCC(=O)NCc2ccccn2)c2ccccc21	100	-3	-2	19	-3.7	-2	-1	7	3	10
CCOC(=O)c1c2c(n(-c3ccc(OC)cc3)c1C)C(=O)C(=O)c1ccccc1-2	x	16	-1	-97	20*	10	-6	2	-5	-40
COC(=O)c1ccc(C2/C(=C(/O)c3ccc4c(c3)CC(C)O4)C(=O)C(=O)N2Cc2cccnc2)cc1 (configuration not stated)	101	0	8	8	-1.5	1	-2	3	3	-6
Cc1ccc(S(=O)(=O)NCCNC(=O)c2nonc2N)cc1	101	5	-9	14	-2.6	-1	1	-10	0	3
O=C(Nc1ccncc1)C1CCCN(S(=O)(=O)c2cccc3cccnc23)C1 (configuration not stated)	105	1	-11	9	-1.7	-6	1	7	-2	16
Cc1cc(C)nc(Nc2n[nH]c(C)n2)n1	100	-2	-7	13	-2.5	2	-9	0	2	-10
CCCn1cc(S(=O)(=O)c2ccccc2)c(=O)c2cc(F)c(N3CCN(C)CC3)cc21	96	0	2	11	-2.2	0	2	1	-1	-21
CC(=O)N1CCN2C(=O)C1CCCC(=O)c1cc(C(C)C)ccc12 (configuration not stated)	101	3	-2	12	-2.3	1	-4	0	-1	-4
COc1ccccc1C(=O)NCCC(=O)NCC(C)(C)N1CCOCC1	110	0	6	15	-2.7	2	2	-8	5	-20
CN1C[C@@H]2C(c3ccccc3)C3(c4ccccc4)CC2(C3)[C@H]1c1ccccc1 (some centres not stated)	99	-9	3	-20	3.6	2	-7	-9	-3	-1
CCCOc1ccc(OCCNC2CCCC2)cc1	97	-3	10	3	-0.5	6	1	2	4	-15
COc1ccc(N(CC(=O)Nc2ccccc2Cl)S(=O)(=O)c2ccc(C)cc2)cc1OC	111	-2	5	8	-1.7	0	-16	-13	-2	0
Cc1ccc(S(=O)(=O)Nc2ccccc2F)cc1C(=O)NNC(=O)c1csc(N2CCOCC2)n1	105	3	20	2	-0.2	2	-11	-6	-2	9
COc1ccc(C(CNC(=O)c2ccc(S(=O)(=O)N3CCCC3)cc2)N2CCOCC2)cc1 (configuration not stated)	97	0	1	12	-2.4	4	1	10	0	-15
Cc1nc2ccc3nc(NC(=O)c4ccc5c(c4)OCCO5)sc3c2s1	81	0	6	5	-0.9	3	-1	-9	2	4
COc1ccccc1N1CCN(C(=O)CN(c2ccc(C)c(C)c2)S(C)(=O)=O)CC1	103	0	7	4	-1.0	1	-6	10	-4	-3
C=CCN=C1CC(C)(C)CC(=O)/C1=C(\O)c1ccccc1	97	0	16	19	-3.8	1	5	2	-3	-16
Cc1ccc(C)c(NC(=O)CN(C)C(=O)c2ccccc2Cc2ccccc2)c1	106	-1	-5	9	-1.7	-1	-1	-4	-1	3
O=C(CCC1CCCC1)NNC(=O)c1cccc(Cl)c1	x	1	7	-10	1.9	6	-2	-4	5	-6
CN1CCN(C(=O)CNc2ccc(C(F)(F)F)cc2[N+](=O)[O-])CC1	103	2	-7	-1	0.2	1	11	4	1	-3
c1ccc(CCn2c3ccccc3c3nnc(SCc4ccc5nonc5c4)nc32)cc1	93	-1	5	10	-1.8	-1	-3	-3	-1	-19
CN(c1ccc(C(=O)NCc2cccs2)cc1)S(=O)(=O)c1ccccc1	103	-4	9	9	-1.7	0	-5	-6	3	0
CCCn1nnc(NC(=O)c2cccc(OCC(C)C)c2)n1	119	-1	2	6	-1.1	4	10	-10	-2	-8
Cn1c(COc2ccccc2)nnc1SCC(=O)Nc1ccc(N2CCOCC2)cc1	103	1	-22	-6	1.1	-5	-1	-3	-1	13
NC(=S)N/N=C1\CC(n2nnnc2-c2ccccc2)C2COC1O2 (configuration not stated)	96	2	-7	14	-2.7	4	0	-10	-1	3
O=C(CCSc1ccccc1)Nc1nnc(-c2ccccc2)o1	98	-1	7	-6	1.2	0	8	6	-1	0
O=C(COc1ccccc1F)Nc1nc(-c2ccccn2)cs1	92	-8	15	13	-2.9	-1	-4	-4	-1	5
Cc1ccc(-c2c(C(=O)N/N=C/c3ccc(OC(C)C)cc3)nnn2-c2nonc2N)cc1	102	-4	-9	-7	1.2	0	-3	-6	2	-24
O=C(C1CCN(S(=O)(=O)c2cccs2)CC1)N1CCN(c2ccccc2)CC1	93	0	5	3	-0.6	5	-10	5	0	-7
Cc1cccc(C(=O)Nc2nnc(COc3ccccc3)s2)c1	99	-3	4	-23	4.3	0	-7	0	2	1
O=C(NCCF)[C@H]1C[C@@H]1[C@H](NP(=O)(c1ccccc1)c1ccccc1)c1ccccc1	102	4	-2	15	-3.3	1	-4	0	-3	-6

Rows were taken by chance, and some 2.4% of all compounds hit somewhere here.
